SKN-1 block: blocks SKN-1 activity in C. elegans | C. elegans VP596 Pgst-4::GFP/RFP ratio, acrylamide-induced, 24 h | inhibition, % at 21.8 µM | AID 624304 | hit rate 0.49% among 360,000;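 active means interference check ratio from 0.5 to 1.5 plus GFP to RFP signal ratio inhibition reaching or exceeding a fixed threshold, cut at about 30% in these data, passing the limit was not always enough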; further: some compounds called inactive have numbers as strong as hits
FAS-TE inh: blocks the thioesterase domain of human fatty acid synthase | hit rate 0.67% among 360,000 | recombinant FAS-TE, OMFH fluorogenic substrate, fluorescence endpoint | P49327 | inhibition, % at 15 µM;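 active means compounds whose normalised, plate-corrected inhibition of enzyme fluorescence in the single-dose primary screen is 50% or more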;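 further: 0% = DMSO with enzyme and 100% = substrate without enzyme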
MsrA inh: bovine MsrA inhibition | purified bovine MsrA, absorbance read-out | inhibition, % at 15.5 µM | hit rate 0.75% among 360,000 | AID 651718; in the data active means inhibition above about 4.5%;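 further: 0% = vehicle wells with enzyme and 100% = reference inhibitor wells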
MsrA act: bovine methionine sulfoxide reductase A activation | purified bovine MsrA, absorbance read-out | activation, % at 10.6 µM | hit rate 0.3% among 360,000; in the data active means activation above about 7.5%;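 further: 0% = vehicle and 100% = reference activator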
Tb MetRS inh: blocks T. brucei methionyl-tRNA synthetase activity | purified T. brucei MetRS, ATP depletion, Kinase-Glo luminescence | inhibition, % at 11.9 µM | hit rate 0.4% among 360,000;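 active means inhibition above a per-plate cutoff of the control wells' mean inhibition plus 3 SD, cut at about 5.5% in these data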;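 further: 0% = DMSO wells median and 100% = median of wells with control inhibitor compound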
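Measured by: Kinase-Glo luciferase luminescence reporting remaining unconsumed ATP. Material: purified T. brucei MetRS enzyme. Doses: 11.9 µM compound single dose, 0.9% DMSO. Medium: HEPES buffer containing pyrophosphatase, BSA, spermine, DTT. Times: 15 min preincubation, 2 h reaction, all 25 °C. Reagent: methionine, ATP and bulk E. coli tRNA.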
MT1-MMP act inh: MT1-MMP (human) activation inhibition. GFP/RFP ratio change, % at 20 µM. HT1080 RFP-PRO-GFP cells, GFP/RFP ratio fluorescence, overnight; percent of plate control window, DMSO zero. hit rate 0.061% among 360,000. AID 651647. P50281;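 active means GFP/RFP ratio change of at least 30% with cell ATP level not reduced by more than half and red fluorescence within 50% of control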; further: strong numbers were not always called active
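Assay system: HT1080 cells carrying an RFP-PRO-GFP reporter | Dosing: Single dose of 20 µM compound, 1% DMSO final | Incubation: Cells overnight before dosing, compound overnight, 37 °C, 5% CO2 | Evaluation: GFP/RFP fluorescence ratio | Control set: DMSO and RFP-L50D-GFP cell wells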
CendR NRP1 mod: alters CendR peptide binding to human NRP-1; FAM-RPARPAR peptide binding to NRP-1, fluorescence polarization; O14786; inhibition, % at 25 µM; hit rate 0.85% among 360,000;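 active means inhibition or corrected inhibition above about 18%, plus a signal ratio from 0.5 to 1.5, limit read from the data, passing the limit was not always enough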; further: strong numbers were not always called active
Target sequence (O14786 whole entry, looked up): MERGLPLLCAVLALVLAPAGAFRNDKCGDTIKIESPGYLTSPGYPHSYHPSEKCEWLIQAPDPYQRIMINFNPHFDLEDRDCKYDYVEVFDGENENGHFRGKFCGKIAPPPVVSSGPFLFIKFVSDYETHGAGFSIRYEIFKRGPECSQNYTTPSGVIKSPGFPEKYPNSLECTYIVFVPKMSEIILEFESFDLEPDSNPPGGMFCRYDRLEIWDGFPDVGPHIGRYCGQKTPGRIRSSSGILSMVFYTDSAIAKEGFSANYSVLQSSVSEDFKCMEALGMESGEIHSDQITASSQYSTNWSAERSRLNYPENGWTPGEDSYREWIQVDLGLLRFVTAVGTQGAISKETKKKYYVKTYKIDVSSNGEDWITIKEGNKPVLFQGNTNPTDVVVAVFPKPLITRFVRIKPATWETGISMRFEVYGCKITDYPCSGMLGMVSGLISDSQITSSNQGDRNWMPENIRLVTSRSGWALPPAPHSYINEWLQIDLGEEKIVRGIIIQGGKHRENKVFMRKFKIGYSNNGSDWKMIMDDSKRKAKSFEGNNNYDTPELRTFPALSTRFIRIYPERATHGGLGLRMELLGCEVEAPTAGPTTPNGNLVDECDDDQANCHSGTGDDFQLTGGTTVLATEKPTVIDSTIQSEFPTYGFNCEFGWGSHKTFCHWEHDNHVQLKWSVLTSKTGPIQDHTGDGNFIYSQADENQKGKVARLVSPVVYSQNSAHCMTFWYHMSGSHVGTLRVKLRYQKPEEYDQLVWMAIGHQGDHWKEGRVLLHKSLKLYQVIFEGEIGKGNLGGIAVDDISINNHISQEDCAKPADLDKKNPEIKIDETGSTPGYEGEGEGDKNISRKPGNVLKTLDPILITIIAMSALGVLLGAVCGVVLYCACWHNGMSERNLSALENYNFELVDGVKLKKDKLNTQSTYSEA
MLLE-PAM2 inh: inhibitors of microRNA-mediated deadenylation, human PABP1 MLLE binding; GST-MLLE / FITC-PAM2 fluorescence polarization; hit rate 0.36% among 360,000; AID 588489; inhibition, % at 20 µM; in the data active means inhibition above about 35%, passing the limit was not always enough;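 further: plate controls were DMSO wells with GST-MLLE for no effect and wells lacking GST-MLLE protein for full effect; some results filed as inactive read as strong as hits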
eLon inh: E. coli protease La inhibition; purified E. coli Lon protease, fluorescence polarization; P0A9M0; inhibition, % at 7.94 µM; hit rate 0.42% among 360,000; in the data active means inhibition above about 13%, passing the limit was not always enough;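 further: 0% = enzyme with probe and DMSO and 100% = no enzyme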
The depositor's hits bear a star; . = no result given; & = joins results of further samples.

SMILES	SKN-1 block	FAS-TE inh	MsrA inh	MsrA act	Tb MetRS inh	MT1-MMP act inh	CendR NRP1 mod	MLLE-PAM2 inh	eLon inh
COc1cccc(OCCCCN2CC(C)OC(C)C2)c1 (stereo not given)	-16	-5	0.5	-2	0.0	-8	0	-5	1
NC(=O)COC(=O)c1ccc(Cl)c(S(=O)(=O)N2CCN(c3ccc(F)cc3)CC2)c1	2	10	-0.8	-3	0.3	-2	-3	-4	-3
O=C(c1csc2c1CCCCC2)N1CCN(c2ncccn2)CC1	13	-2	1.1	-6	-1.2	-3	-4	6	-1
O=C(c1ccccc1)N1C(=O)C(c2ccccc2)Oc2ccccc21 (stereo not given)	5	9	-0.3	-2	0.1	-2	-3	1	-1
C[C@H](CO)N1C[C@H](C)[C@@H](CN(C)S(C)(=O)=O)Oc2ccc(NC(=O)Nc3ccc(C(F)(F)F)cc3)cc2C1=O	2	-3	-0.7	-1	-0.1	3	-7	-4	7
COC(=O)c1cc(S(=O)(=O)N2CCC(C)CC2)cn1C	13	-8	-1.8	-1	-0.2	5	-4	5	-6
COc1cc2cc(C(c3nnnn3C(C)(C)C)N3CCC(C)CC3)c(=O)[nH]c2cc1OC (stereo not given)	2	-7	2.0	0	0.0	-1	1	2	-6
Cc1cc(C(F)(F)F)nn1CC(=O)NNC(=S)Nc1ccc(F)cc1	6	-4	1.6	-2	-0.2	10	-2	25	3
CC(C)(C)C(C(=O)NCc1ccccc1)N1CCN(C(=O)C2CCCO2)CC1 (stereo not given)	11	.	-1.2	.	-0.1	0	5	.	.
CC(=O)c1cccc(OCc2cc(C(=O)N(C)CCC3CCOCC3)no2)c1	15	-3	-1.2	-4	0.5	2	1	-14	-7
CC1(C(=O)NCc2ccncc2)Cc2c(-c3cccc(C(F)(F)F)c3)ccnc2O1 (stereo not given)	10	-5	-0.8	-2	-0.2	-7	-2	25	0
O=C(COc1ccccc1)NC1CCCN(Cc2ccccc2F)C1 (stereo not given)	1	3	-0.4	-5	0.0	-1	7	-3	0
COC(=O)c1ccccc1NC(=O)CNc1cc(Cl)ccc1N1CCOCC1	5	23	2.6	-3	-0.1	-1	-2	-14	1
Cc1cc2c(N=O)c(NO)ccc2[nH]1	9	-25	.	-2	0.1	-7	-2	2	8
O=C(Nc1ccc(CN2CCCCC2)cc1)c1cc(Br)ccc1Cl	5	-2	0.0	-7	-1.5	5	3	4	-7
CC1(C)Cc2c(C#N)c(N3CCN(C(=O)c4ccco4)CC3)nc(-c3ccco3)c2CS1	-18	-9	0.5	-11	-1.3	1	-12	-4	3
CCOC(=O)c1c(Nc2ccc(Cl)cc2)sc(/C=C2\C=Nc3ccccc32)c1O	11&2	-10&-7	-0.6&0.6	0&-3	-0.1&-0.2	-28&-69	-84&-118	-55&-25	-40&-17
NC(=O)c1c(NC(=O)Cn2nc(C(=O)O)c3ccccc3c2=O)sc2c1CCCC2	-3	0	0.6	-1	-0.8	-5	-18	-20	-1
O=C(Nc1ccc2c(c1)OCO2)c1ccc(Br)o1	4	0	-0.3	-4	-0.7	3	4	-4	-2
O=C(Cc1ccccc1[N+](=O)[O-])NCc1ccncc1	-20	-8	-0.4	-2	-0.4	-1	-8	-6	-12
O=c1oc2ccc3ccccc3c2c2c1SC(C(F)(F)F)C2 (stereo not given)	11	24	.	-2	-0.7	-3	-13	-8	-1
CCN(CC(=O)NCc1cccs1)C(=O)CCCOc1ccccc1	-6	-4	-1.1	-3	-0.1	-4	-4	-5	-11
C/C(=C\c1ccccc1)C(=O)n1nnc2ccccc21	7	17	0.4	-4	-0.8	-4	-2	9	-3
COc1cccc(-c2sc3ccc(OC)cc3c2-c2ccc(OCCN3CCOCC3)cc2)c1	-60	26	0.2	-3	-0.1	-3	-11	5	-1
Cc1cc(C)cc(OCC(=O)OCC(=O)NC2CCCC2)c1	-3	-6	0.2	-1	0.1	0	16	0	7
Cc1ccc(C(=O)Oc2coc(CSc3nnc(NC(=O)C4CC4)s3)cc2=O)cc1C	-4	4	1.1	-10	-1.2	1	-3	-8	-3
Cc1[nH][nH]c(=O)c1C=NCc1cccnc1	2	-6	2.9	-4	-0.8	3	-4	7	-4
O=C(NCc1cccc(Cl)c1)c1ccc(-n2ccnc2)c2ccoc12	-10	-5	0.2	6	0.0	6	-9	2	-5
O=C(CN1C(=O)NC2(CCOc3ccccc32)C1=O)NCC(F)(F)F (stereo not given)	6	-4	-0.5	1	-0.5	-3	4	4	2
Cc1cc(C)nc(/N=C(\N)N2CCCCCC2)n1	-7	-6	-0.6	-6	-0.6	-1	-10	7	4
Cc1cc(Br)ccc1SCC(=O)OCC(=O)NC1CCCC1	1	-5	-1.3	1	-0.4	0	4	-4	-10
CCN1CCN(c2ccc(S(=O)(=O)N3CCCCC3)cc2NC(=O)c2sccc2C)CC1	-1	-2	-1.2	-1	-0.4	0	-2	-115	4
CCN(CC(=O)Nc1ccc(OC)cc1)C(=O)Cc1cccs1	5	2	-0.7	-6	-0.2	-5	-19	-3	-3
COc1ccc(-c2cc(C(F)(F)F)n3nc(C(=O)N4CCN5CCCC5C4)cc3n2)cc1OC (stereo not given)	5	-3	2.4	-1	-0.3	-4	13	16	1
COCC(=O)N1CCCC(C(=O)c2ccc(-c3ccccc3)c(F)c2)C1 (stereo not given)	-10	-2	-0.8	-3	0.6	2	-3	8	-3
O=c1[nH]c(CN2CCN(S(=O)(=O)c3ccc4ccccc4c3)CC2)nc2ccccc12	0	0	0.4	2	0.6	-7	-7	2	4
CCOc1cc(/C=N/NC(=O)c2ccc(=O)n(C)c2)ccc1O	0	-5	3.3	-6	0.0	3	10	4	-1
CCN=C(Nc1ccc2c(c1)OCO2)SC1CC(=O)N(c2ccccc2F)C1=O (stereo not given)	-4	7	0.1	-3	-0.5	-3	-1	-7	-1
CCOc1cc(/C=N/Nc2nc(N3CCCC3)nc(N3CCCC3)n2)ccc1O	-34	-5	3.8	-17	-1.6	13	-1	0	-3
N#Cc1ccc(C(=O)Nc2ccc(S(=O)(=O)NC3=NCCCCC3)cc2)cc1	3	-6	0.4	1	0.0	4	-2	-6	-1
COc1cccc(NC(=O)CN(C)C(=O)c2cc(C)on2)c1	10	-4	0.4	-4	-0.3	-5	8	-1	-3
COc1ccc(S(=O)(=O)N(CCCN2CCCC2=O)Cc2cc3cc(C)c(C)cc3[nH]c2=O)cc1	-6	-8	0.4	-5	-1.3	-1	0	6	-8
CCOC(=O)C1CCN(C(=O)c2cccc(S(=O)(=O)Nc3ccc(C)cc3C)c2)CC1	-3	-2	0.3	-12	-1.1	5	10	-16	7
OCCOCCNc1ncnc2c1c(-c1ccccc1)cn2-c1ccccc1	16	-1	0.4	-1	-0.2	0	18	2	-8
Cc1ccc(Cc2nnc3n(-c4cccc(C)c4)nc(C(=O)c4ccccc4)n3c2=O)cc1	-12	30	1.8	4	-0.4	0	-1	8	10
COc1ccc(CN(C)C(=O)c2cc(S(=O)(=O)N3CCCCCC3)ccc2OC)cc1OC	-6	-3	-1.2	-11	-0.7	.	-4	12	10
COc1ccc(NC(=O)c2ccc3c(c2)NC(=O)CS3)cc1S(=O)(=O)Nc1ccc(Br)cc1	-15	7	-1.4	-3	-0.3	5	-3	30	1
CCc1ccc2[nH]c3nc(SCCN4CCOCC4)nnc3c2c1	-1	0	1.6	-1	0.4	3	-1	23	1
C/C(=N\Nc1ccccn1)c1ccc(OC(F)F)cc1	2	5	2.0	-3	-0.7	-1	10	-8	2
CCOc1ccc(NC(=O)CC2C(=O)N(c3cccc(OC)c3)C(=O)N2CCOC)cc1 (stereo not given)	-1	0	0.5	-3	-0.3	-1	-11	-4	-5
CC(=O)Nc1ccc(C(=O)OCC(=O)NCc2cccs2)cc1	6	-9	0.9	-6	-0.4	-2	5	1	-8
O=C(c1ccc(COc2ccc(Cl)cc2)o1)N1N=C(C(F)F)CC1(O)C(F)F (stereo not given)	10	29	1.1	-5	-0.8	2	0	5	-5
COc1ccc(CNc2cccc(F)c2)cc1Br	10	25	-0.3	0	-0.3	7	-14	-3	-10
CCCOc1ccc(N2C(=O)CC(N3CCC(O)(c4cccc(C(F)(F)F)c4)CC3)C2=O)cc1 (stereo not given)	-10	6	-0.1	-3	-0.8	2	-1	4	-6
O=C(COC(=O)c1cc(S(=O)(=O)N2CCOCC2)ccc1O)NCC1CCCO1 (stereo not given)	5	2	-0.6	1	-0.1	-4	1	-18	-11
CC1=C(C(=O)OCC(C)C)[C@]23C(=O)c4ccccc4[C@@]2(O1)OC(N)=C3C#N	-7	0	-0.7	-4	-0.3	4	4	1	-2
COc1ccccc1N1CCN(C(=O)C2CCN(C(=O)c3cccc(Cl)c3)CC2)CC1	6	0	0.3	-1	-0.2	7	1	1	9
O=C(COC(=O)c1ccc(Cl)c(Cl)c1)NC1CCCC1	-28	32	-1.3	-3	-0.7	-2	1	-2	-10
O=C(COc1ncnc2ccccc12)Nc1ccc(S(=O)(=O)N2CCOCC2)cc1	-3	-5	-0.1	-5	-0.5	5	-2	-11	5
COc1ccc2nc(NC(=O)CSc3nc(SC)ns3)sc2c1	-12	14	-0.7	-2	-1.2	1	-7	14	3
Later entries
SMILES	SKN-1 block	FAS-TE inh	MsrA inh	MsrA act	Tb MetRS inh	MT1-MMP act inh	CendR NRP1 mod	MLLE-PAM2 inh	eLon inh
COc1ccc(C2CC(c3cccs3)=NN2C(=O)CSC2=NN3CCCC(=O)N=C3S2)cc1 (stereo not given)	-6	10	2.1	-2	0.2	-2	-5	-4	-10
CCC(=O)c1ccc(OCC(=O)OCC(=O)NCc2cccs2)cc1	9	-1	-0.7	-3	-0.2	-3	11	-17	-14
Cc1onc(-c2ccccc2)c1C(=O)N1CCC(CO)(Cc2ccccc2)CC1	6	-3	-0.9	-5	-0.8	-2	5	14	0
CC1(C)CC(=O)C2=C(C1)N(c1cccnc1)C(N)=C(C#N)C2c1cccs1 (stereo not given)	2	-4	0.5	-4	-0.5	4	3	-12	-12
COc1ccc(Br)cc1CN(C)CC(=O)NCCc1ccccc1	-1	10	1.3	-6	-0.7	5	-3	-12	-1
O=C(CC1C[C@H](C(=O)N2CCOCC2)[C@@]2(CCC3CCCC3)c3[nH]c4ccccc4c3CCN2C1=O)NCCC1=CCCCC1 (stereo not given in full)	7	73*	-1.2	-1	-0.4	-7	-14	6	-4
O=C(NCCc1ccncc1)Nc1ccc(Cl)c(Cl)c1	4	10	-1.7	-1	5.0	1	6	-6	-1
COc1ccc(C2Nc3ccccc3C(=O)N2Cc2ccco2)cc1CN1C(=O)c2ccccc2C1=O (stereo not given)	4&1	12&22	-0.3&1.1	-3&-4	0.2&-0.6	0&0	9&-4	0&2	-2&-4
Cn1c(SCC(=O)NC2CCCCC2)nnc1-c1cccc(N)c1	-28	-4	2.0	-4	-0.8	4	13	-96	-8

From PubChem BioAssay
